IL2 activator = qHTS of IL-2 Activators; IL-2 activation reporter assay, cell-based qHTS; stimulated with anti-CD3/CD4/CD28 beads; in transgenic mouse T cells; activation, % (series mostly up to about 46 µM); actives 0.065% (n = 360,000); AID 652025, 2013; in the data active = activation above about 50%; inconclusive = mostly about 30% to 49%; note: 0% is about no effect
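Quantitative HTS in unstimulated transgenic mouse T cells, with memory T cells as non-tolerant control and PMA/ionomycin as tolerance-bypass control. Compound pretreatment lasted 60 minutes before 18 h bead stimulation; EGFP/DsRed fluorescence read.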
PLK1 PBD block = qHTS for Inhibitors of PLK1-PDB (polo-like kinase 1 - polo-box domain): Primary Screen; Serine/threonine-protein kinase PLK1 (Homo sapiens), P53350; AID 720504, 2013; Plk1 PBD binding of FITC phosphopeptide, fluorescence polarization; actives 2.8% (n = 360,000); Potency, µM, for the others: max response, negative = inhibition, usual class: inhibitors; note: potency is the fitted concentration of half-maximal effect; series mostly up to about 57 µM; % is set by controls: 0 for no effect and ±100 for the full control effect; nearly all actives have a fitted effect of over 65% in size
Target sequence (P53350 whole entry, looked up, the tested form may be a part): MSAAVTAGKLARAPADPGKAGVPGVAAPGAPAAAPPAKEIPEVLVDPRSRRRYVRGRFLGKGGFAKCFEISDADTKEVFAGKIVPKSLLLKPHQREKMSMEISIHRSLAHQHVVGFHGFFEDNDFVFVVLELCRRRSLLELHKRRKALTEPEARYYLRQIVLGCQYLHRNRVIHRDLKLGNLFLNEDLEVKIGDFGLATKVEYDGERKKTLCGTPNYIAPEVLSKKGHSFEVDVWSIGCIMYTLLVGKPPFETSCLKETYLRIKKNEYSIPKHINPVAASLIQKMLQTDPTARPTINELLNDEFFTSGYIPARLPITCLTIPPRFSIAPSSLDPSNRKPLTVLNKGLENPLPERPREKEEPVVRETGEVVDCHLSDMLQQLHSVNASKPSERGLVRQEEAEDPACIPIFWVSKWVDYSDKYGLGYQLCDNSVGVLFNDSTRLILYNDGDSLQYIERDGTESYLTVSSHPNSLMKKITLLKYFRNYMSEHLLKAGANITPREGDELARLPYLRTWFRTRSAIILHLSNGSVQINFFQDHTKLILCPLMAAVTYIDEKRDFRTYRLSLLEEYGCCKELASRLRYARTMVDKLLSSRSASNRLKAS
FUS suppressor = qHTS for Suppressors of FUS Proteinopathy: Primary screen using FUS-linked yeast assay. Potency, µM (doses to about 76.6 µM), for inactives: top-dose growth rescue (activation), usual class: activators. S. cerevisiae FUS-expressing, growth rescue, OD600, 24 h. actives 0.24% (n = 390,000);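 note: potency is the fitted concentration of half-maximal effect; plate controls were DMSO vehicle for no effect and reference control for full effect; nearly all actives have a fitted effect of over 55% in size; some results filed as inactive show a strong effect at the top dose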
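Cultures pregrown in 2.5% raffinose medium are shifted to minimal medium containing 2% galactose to express toxic FUS. Compounds are tested at several concentrations. After 24hr at 30C, growth is quantified at 600 nm absorbance.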
EPAC1 antag = qHTS for Antagonist of cAMP-regulated guanine nucleotide exchange factor 3 (EPAC1): primary screen. EPAC1 GEF assay, Rap1b-BODIPY-GDP exchange fluorescence. Potency, µM (highest dose often 115 µM), inactives show at the highest dose activity change, negative = inhibition, actives largely listed as inhibitors. actives 0.14% (n = 360,000). AID 720709, 2013;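 note: potency is the fitted concentration of half-maximal effect; plate controls were vehicle for no effect and positive control for full effect; nearly all actives have a fitted effect of over 50% in size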
WRN inhibitor = qHTS for Inhibitors of WRN Helicase | Bifunctional 3'-5' exonuclease/ATP-dependent helicase WRN (Homo sapiens), Q14191 | WRN helicase unwinding, fluorescent forked duplex, kinetic | actives 0.46% (n = 360,000) | Potency, µM (series often up to 114 µM), inactives show at the top dose activity change, negative = inhibition, usual class: inhibitors; note: potency is the fitted concentration of half-maximal effect; % is set by controls: 0 for no effect and ±100 for the full control effect; nearly all actives have a fitted effect of over 55% in size
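Screening of the MLSMR collection measured strand separation of a quenched forked DNA duplex (100 nM) by 20 nM WRN with 2 mM ATP, all final. Compounds were preincubated with enzyme 15 min at room temperature.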
EPAC1 agonist = qHTS for Agonist of cAMP-regulated guanine nucleotide exchange factor 3 (EPAC1): primary screen; Rap guanine nucleotide exchange factor 3 (Homo sapiens), O95398; EPAC1 agonist qHTS, biochemical assay; response scale: 100% = response to 6.5 mM cAMP; Potency, µM (series often up to 154 µM), without a hit: at the highest dose activation, usual class: activators; actives 0.073% (n = 360,000); note: potency is the fitted concentration of half-maximal effect; nearly all actives have a fitted effect of over 60% in size
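Nucleotide exchange assay: 100 nM EPAC1 with 250 nM Rap1B loaded with BODIPY-GDP and 50 uM GDP, room temperature. Fluorescence (480/540 nm) read every 5 min for 30 min; signal change normalized to 6.5 mM cAMP as full agonist.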
Abeta rescue = qHTS for compounds that reverse cellular toxicity of Amyloid beta (A-beta) peptide in yeast: Primary Screen. yeast expressing A-beta42, growth rescue, OD600, 48 h; response scale: 0% DMSO, 100% iron-clioquinol control. Potency, µM (highest dose often 46.1 µM), for inactives: at the highest dose growth rescue, most hits filed as activators. actives 0.063% (n = 410,000). AID 1347071, 2019; note: potency is the fitted concentration of half-maximal effect; nearly all actives have a fitted effect of over 55% in size
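Yeast A-beta toxicity model in growth medium with pinned compounds, 48 h at 30 C; growth read as absorbance at 600 nm. Normalized to FeCl3/clioquinol equimolar mix (positive) and DMSO (negative).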
PI5P4K alpha inh = qHTS for Inhibitors of phosphatidylinositol 5-phosphate 4-kinase (PI5P4K). Phosphatidylinositol 5-phosphate 4-kinase type-2 alpha (Homo sapiens), P48426. max response, %. AID 652105, 2013. PI5P4Kalpha enzyme, ADP-Glo luminescence, 60 min; active compounds read low. actives 1.2% (n = 330,000); active = max response of -50% or lower; inconclusive = between -30% and -50%; inactive = -30% or higher; note: value at the top dose of about 77 µM; % is set by controls: 0 for no effect and ±100 for the full control effect
Target sequence (P48426 whole entry, looked up): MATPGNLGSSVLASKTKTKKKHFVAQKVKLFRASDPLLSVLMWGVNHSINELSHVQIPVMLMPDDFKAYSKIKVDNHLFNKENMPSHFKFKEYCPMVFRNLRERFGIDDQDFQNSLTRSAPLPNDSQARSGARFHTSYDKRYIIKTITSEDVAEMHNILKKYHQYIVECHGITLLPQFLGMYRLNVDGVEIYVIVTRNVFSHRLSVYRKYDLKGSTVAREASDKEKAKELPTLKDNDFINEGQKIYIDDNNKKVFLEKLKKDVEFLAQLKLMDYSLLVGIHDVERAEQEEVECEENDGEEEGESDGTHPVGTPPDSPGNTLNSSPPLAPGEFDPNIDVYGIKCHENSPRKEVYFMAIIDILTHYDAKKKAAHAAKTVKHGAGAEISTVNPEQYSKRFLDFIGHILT
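Controls without substrate or without enzyme flank wells where PI5P4Kalpha converts substrate using 5 microM ATP (final). Incubation lasts 60 minutes at room temperature; ADP formed is read by ADP-Glo luminescence.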
* hit, by the source's call; ? = inconclusive; · = not tested or not shown; [ ] = another dose, or the depositor's remark. Unless noted, calls come from the whole dose curve; as a rule, active = well fitted curve in the direction sought with a large enough effect; inconclusive = small, poorly fitted or top-dose-only effect, or another doubt; inactive = no such curve, though single readings can be large; an effect the other way counts as inactive or inconclusive. An unsorted share of the library; overall some 4.1% were active at least once.

| SMILES | IL2 activator | PLK1 PBD block | FUS suppressor | EPAC1 antag | WRN inhibitor | EPAC1 agonist | Abeta rescue | PI5P4K alpha inh |
| --- | --- | --- | --- | --- | --- | --- | --- | --- |
| CC(C)OC(=O)/C(=C\C=C\c1ccccc1)NC(=O)c1ccccc1 | -0.4 | 0% | -25% | -3% | -2% | 10% | 10% | 1 |
| O=C(c1cccc(Cl)c1)N1CCC(c2nc3ccccc3[nH]2)CC1 | 0.2 | -6% | 15% | -8% | -9% | 3% | -9% | 0 |
| Cc1ccc(C(=O)COC(=O)CN2C(=O)C3CC=CCC3C2=O)cc1[N+](=O)[O-] (centres undefined) | -1.9 | -7% | -3% | -7% | 6% | -1% | 4% | -7 |
| COc1ccc2oc(C(=O)OCc3nnc(-c4ccccc4)o3)c(C)c2c1 | -3.8 | -14% | 2% | 5% | 11% | 5% | 7% | -17 |
| c1cc2c(cc1C1CCCN1)OCCCO2 (centres undefined) | 0.4 | -9% | 20% | 7% | -5% | 0% | -32%[inhibitor] | -2 |
| COC(=O)C1=C(SC)N(c2ccccc2)C(c2ccccc2)CC1=O (centres undefined) | 3.6 | -8% | 11% | 6% | ? | 4% | 18% | 5 |
| COC(=O)[C@]12CCCCC=C1N(CCc1ccc(OC)c(OC)c1)C(=O)[C@H](CC(=O)NCCC(C)C)C2 | 1.6 | -15% | 33% | -6% | 6% | -8% | -21% | 1 |
| CCOC(=O)C1=C(c2ccccc2)NC(=S)NC1c1cc([N+](=O)[O-])ccc1OC (centres undefined) | -0.4 | -12% | ? | -2% | -4% | 13% | 7% | -1 |
| Fc1ccccc1Cc1noc(CN2CCN(C/C=C/c3ccccc3)CC2)n1 | -0.5 | 2% | -10% | -15% | 7% | -9% | -6% | 4 |
| CC(C)NCCOCCOc1ccccc1F | -3.8 | -7% | · | -10% | 4% | 4% | 5% | 3 |
| COc1c2c(nc3occc13)C(CCC(C)(C)O)(OC)C(O)CC2 (centres undefined) | -2.2 | -4% | -1% | -2% | -13% | 2% | -1% | -1 |
| COc1ccc(OC)c(NC(=O)Cc2coc3ccc(C)cc23)c1 | 3.3 | -6% | 13% | -5% | -8% | 18% | 4% | · |
| O=C(CSc1nnc(-c2ccccc2)o1)NC1CCS(=O)(=O)C1 (centres undefined) | -2.9 | -8% | 4% | -4% | 1% | 8% | 2% | -4 |
| CC(C)(C)NC(=O)NC(=O)CN1CCCCCCC1 | 0.8 | 0% | -2% | -11% | -6% | -1% | -14% | -5 |
| CNC(=O)COC(=O)CCC(=O)c1cccs1 | 0.3 | -10% | -44% | -4% | 8% | -6% | 14% | 0 |
| COC(=O)c1ccccc1NC(=O)c1cnn2c(C)cc(C)nc12 | 0.3 | ? | 5% | -2% | 5% | 7% | -7% | -1 |
| O=C(Nc1ccccc1)N1CCN(S(=O)(=O)c2ccccc2)CC1 | 2.5 | -21% | -6% | 13% | 6%[57.1 µM] | 0% | -10% | 7 |
| NNC(=O)c1nc2ccccc2s1 | -1.2 | -16% | -17% | -2% | -2% | 5% | -14% | -6 |
| CC(C)CC(=O)Nc1ccc(C(=O)NNC(=S)NC(=O)C2CCCCC2)cc1 | 0.3 | -6% | 4% | 9% | -11% | 13% | 9% | · |
| CN(C)C(CNC(=S)Nc1cccc(Cl)c1)c1cccnc1 (centres undefined) | -2.8 | -11% | 15% | -20% | 15% | -5% | -11% | -3 |

3 entries from above, reformatted:
NNC(=O)c1nc2ccccc2s1
  IL2 activator: -1.2; PLK1 PBD block: -16%; FUS suppressor: -17%; EPAC1 antag: -2%; WRN inhibitor: -2%; EPAC1 agonist: 5%; Abeta rescue: -14%; PI5P4K alpha inh: -6
COC(=O)c1ccccc1NC(=O)c1cnn2c(C)cc(C)nc12
  IL2 activator: 0.3; PLK1 PBD block: ?; FUS suppressor: 5%; EPAC1 antag: -2%; WRN inhibitor: 5%; EPAC1 agonist: 7%; Abeta rescue: -7%; PI5P4K alpha inh: -1
CN(C)C(CNC(=S)Nc1cccc(Cl)c1)c1cccnc1 (centres undefined)
  IL2 activator: -2.8; PLK1 PBD block: -11%; FUS suppressor: 15%; EPAC1 antag: -20%; WRN inhibitor: 15%; EPAC1 agonist: -5%; Abeta rescue: -11%; PI5P4K alpha inh: -3

Five entries out of the list above, sorted by the number in EPAC1 antag, largest number first.
Compound | PLK1 PBD block | EPAC1 antag | WRN inhibitor | PI5P4K alpha inh
COc1ccc(OC)c(NC(=O)Cc2coc3ccc(C)cc23)c1 | -6% | -5% | -8% | ·
Cc1ccc(C(=O)COC(=O)CN2C(=O)C3CC=CCC3C2=O)cc1[N+](=O)[O-] (centres undefined) | -7% | -7% | 6% | -7
CC(C)(C)NC(=O)NC(=O)CN1CCCCCCC1 | 0% | -11% | -6% | -5
Fc1ccccc1Cc1noc(CN2CCN(C/C=C/c3ccccc3)CC2)n1 | 2% | -15% | 7% | 4
CN(C)C(CNC(=S)Nc1cccc(Cl)c1)c1cccnc1 (centres undefined) | -11% | -20% | 15% | -3

Continued.
| SMILES | IL2 activator | PLK1 PBD block | FUS suppressor | EPAC1 antag | WRN inhibitor | EPAC1 agonist | Abeta rescue | PI5P4K alpha inh |
| --- | --- | --- | --- | --- | --- | --- | --- | --- |
| O=C1NCCCC1C(=O)NCCNC(=O)C(F)(F)F (centres undefined) | -1.3 | -8% | -18% | -3% | -2% | 5% | -8% | · |
| Clc1ccc2nc(CSCc3ccccc3)cn2c1 | 2.0 | -11% | 17% | -3% | -1% | 3% | 19% | 0 |
| CCCC(=O)n1nc(-c2ccco2)nc1SCc1ccccc1 | -3.5 | -17% | -18% | 0% | -9% | -2% | 9% | -1 |
| Cc1cc(C)cc(OCC(=O)OCC(=O)NCc2ccco2)c1 | -1.8 | -4% | 11% | -3% | 7% | -7% | 3% | 2 |
| O=C(c1ccc2c3c(cccc13)CC2)C1CCCN(C(=O)c2ccc[n+]([O-])c2)C1 (centres undefined) | 0.4 | -18% | 11% | 8% | -2% | 13% | 8% | 10 |
| NC(=O)[C@@H]1CC2(CC(c3cccc(NC(=O)COc4ccc(Cl)cc4)c3)=NO2)CN1C(=O)c1ccccc1 (some centres undefined) | -0.5 | 3% | 38% | -25% | 2% | -3% | 0% | 0 |
| COc1c(Cl)cc(C(=O)NCc2ccco2)cc1Cl | -1.7 | -25% | 2% | -11% | -1% | -1% | 22% | 2 |
| Cc1ccc(-c2cnn(-c3cccc([N+](=O)[O-])c3)c2N)cc1 | 0.2 | 5% | · | -1% | 2% | -13% | 2% | 75 |
| COC(=O)c1cccc(C23CC4(C2)[C@H](CN(Cc2ccc(-c5ccccc5)cc2)[C@@H]4c2ccccc2)C3c2ccc(C(F)(F)F)cc2)c1 (some centres undefined) | 0.1 | 6% | 32% | -12% | 5% | -6% | 10% | 3 |
| CC(C)Oc1ccc(/C=N/NC(=O)C2CCCN2S(=O)(=O)c2ccc(Cl)cc2)cc1 (centres undefined) | 0.0 | -4% | -8% | -19% | -8% | 8% | 8% | 0 |
| Fc1ccc(-n2nnnc2-c2cnc(-c3cccs3)nc2C(F)(F)F)cc1 | -4.2 | 0% | 39% | -2% | -5% | 10% | -17% | · |
| COCCN(CCOC)Cc1c(O)ccc2c1O/C(=C\c1ccc(C)o1)C2=O | 0.1 | 7% | 33% | 116%[activator] | -1% | ? | 3% | -25 |
| O=C(Nc1ccccc1OC(F)F)c1ccc(F)cc1 | 2.0 | 0% | 0% | 10% | -9% | -2% | -5% | 4 |
| Cc1cc(C)c(C(=O)Nc2ccc(Br)c(C(F)(F)F)c2)c(C)c1 | 0.1 | 1% | · | -29% | -10% | -2% | -10% | 17 |
| COc1ccccc1NC1CCCCC1NS(=O)(=O)c1ccccc1 (centres undefined) | -2.6 | -5% | 3% | 10% | -4% | -8% | -5% | 19 |
| NC(=O)CC1C(=O)N(c2ccc(Cl)cc2)C(=S)N1NC(=O)c1cccc(F)c1 (centres undefined) | -1.8 | -17% | 8% | -8% | 10% | 3% | 18% | 2 |
| CN(C)CCNc1ncnc2c1ncn2[C@H]1CN(Cc2ccc(F)cc2)C[C@@H](CO)O1 | -0.4 | 0% | -7% | ? | 8% | 1% | -9% | 1 |
| O=C(CN1C(=O)c2cccc([N+](=O)[O-])c2C1=O)N1CCc2ccccc2C1 | -0.8 | 1% | -9% | 8% | 10% | -6% | 6% | -5 |
| S=C1NC2(CCCCC2)Nc2ccccc21 | -0.5 | -13% | 5% | -1% | 5% | 2% | 0% | -2 |
| C#Cc1ccc([C@H]2C=C(C(=O)O)O[C@@H](OCCCCO)C2)cc1 | 0.6 | -16% | ? | -12% | -21% | -9% | -22% | -17 |
| Cc1ccc(N(CC(=O)NC(C)(C)C)C(=O)CNC(=O)c2cccs2)cc1C | 3.0 | -11% | 12% | -16% | -5% | -6% | 11% | 1 |
| COc1ccc(OC(C)C(=O)N(C)Cc2nc(-c3ccccc3)no2)cc1 (centres undefined) | -0.6 | 5% | -11% | 5% | -2% | -4% | 0% | 5 |
| COC(=O)c1c(NC(=O)CCNCc2ccco2)sc2c1CCC2 | -2.3 | -1% | 7% | 13% | -17% | 6% | -8% | -5 |
| CCCCC[C@@H](C)N1C[C@@H](COCc2ccccc2)Oc2cc(N3CC[C@@H](N(C)C)C3)ccc2S1(=O)=O | -0.9 | -8% | ? | -15% | -7% | 7% | 3% | 18 |
| CSCCC(NS(=O)(=O)c1ccc2c(c1)OCCO2)C(=O)N(C)Cc1ccccc1F (centres undefined) | 0.4 | -2% | 30% | -19% | 7% | -20% | -1% | -3 |
| O=C(NN1CCCCC1)c1cccc(COc2ccc(Cl)cc2)c1 | -2.8 | -10% | · | -14% | 6% | -1% | -11% | 6 |
| CCOc1ccc(-c2cc(C(=O)Nc3ccc4c(c3)OCCO4)c3ccccc3n2)cc1 | -0.2 | -3% | ? | 0% | -4% | 8% | -1% | 7 |

Assay outcomes from PubChem BioAssay.
